Screening results as filed in PubChem.
RECQ1 helicase – inhibitors of human RECQ1 DNA helicase. RECQ1 DNA unwinding, red fluorescence kinetic read. Potency, µM (top dose mostly 57.3 µM), for inactives: at the highest dose activity, negative = inhibition, most hits filed as inhibitors. 0.54% of 240,000 active. AID 2549;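 further: plate controls were vehicle for no effect and no enzyme for full effect; nearly all actives have a fitted effect of over 30% in size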
Target sequence (P46063 whole entry, looked up): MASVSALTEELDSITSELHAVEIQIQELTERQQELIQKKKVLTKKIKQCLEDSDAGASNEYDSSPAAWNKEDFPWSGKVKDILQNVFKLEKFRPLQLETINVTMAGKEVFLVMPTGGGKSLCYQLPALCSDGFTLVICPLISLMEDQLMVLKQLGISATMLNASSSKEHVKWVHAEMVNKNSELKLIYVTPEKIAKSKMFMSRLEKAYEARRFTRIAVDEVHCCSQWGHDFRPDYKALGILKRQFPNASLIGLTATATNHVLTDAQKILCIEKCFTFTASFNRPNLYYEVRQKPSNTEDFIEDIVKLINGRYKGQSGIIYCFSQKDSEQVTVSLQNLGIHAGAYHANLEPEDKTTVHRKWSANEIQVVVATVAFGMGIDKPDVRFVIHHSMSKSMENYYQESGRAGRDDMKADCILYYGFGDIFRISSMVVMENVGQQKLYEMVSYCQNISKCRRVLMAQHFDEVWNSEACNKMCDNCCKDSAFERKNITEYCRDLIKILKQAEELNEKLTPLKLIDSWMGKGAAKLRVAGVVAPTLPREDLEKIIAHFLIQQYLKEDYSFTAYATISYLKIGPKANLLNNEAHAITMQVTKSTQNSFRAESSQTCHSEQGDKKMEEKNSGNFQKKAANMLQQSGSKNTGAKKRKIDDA
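50 nM RECQ1T1 preincubated 15 min with compound in Tris pH 8.0 buffer with MgCl2, DTT, Tween-20 and 2.5 ug/ml poly(dI-dC); started with 200 nM TAMRA/BHQ-2 forked duplex and 2 mM ATP. Unwinding read as fluorescence (525/598 nm), two reads 2 h apart.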
TRb-SRC2 inh – disrupts binding of human TR beta to SRC2. P10828. TRbeta-SRC2 peptide binding, fluorescence polarization; receptor liganded with 1 µM T3. Potency, µM (series often up to 106 µM), without a hit: at the highest dose activity change, negative = inhibition, most hits filed as inhibitors. 0.065% of 280,000 active;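 further: plate controls were bound peptide for no effect and peptide without receptor for full effect; nearly all actives have a fitted effect of over 50% in size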
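Fluorescence polarization of 20 nM Texas Red SRC2 peptide with 0.6 uM human TRb ligand-binding domain, in Tris buffer with 1uM T3 and 5% DMSO. Incubated 5 hr ambient; normalized to unbound and bound controls.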
Tau fibril ThT – tau fibrillization inhibition (ThT binding) | P10636 | recombinant tau K18 P301L (four-repeat tau fragment), heparin-induced fibrillization, ThT fluorescence | Potency, µM (top dose mostly 57.4 µM), for inactives: at the top dose activity, negative = inhibition, actives largely listed as inhibitors | 2.1% of 270,000 active | AID 1460; further: nearly all actives have a fitted effect of over 55% in size
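K18 P301L tau (15 uM + 0.24 uM Alexa 594-tagged), heparin 20 uM, NaOAc pH 7, 6 h 37 C; ThT 30 uM, 1 h RT, ex 450/em 510 nm.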
GoLoco inh red – inhibitors of human Gai1-RGS12 GoLoco interaction (red fluorophore). P63096. Gai1:RGS12 GoLoco peptide FP, rhodamine, 10 min. Potency, µM (top dose mostly 61.6 µM), without a hit: at the top dose activity, negative = inhibition, most hits filed as inhibitors. 0.44% of 230,000 active; active means well fitted inhibition curve with a large enough effect, not every such curve was filed as active; inactive means no such curve, though single readings can be large or run the other way; further: nearly all actives have a fitted effect of over 30% in size; many of its hits are not listed in these tables
Target sequence (P63096 whole entry, looked up): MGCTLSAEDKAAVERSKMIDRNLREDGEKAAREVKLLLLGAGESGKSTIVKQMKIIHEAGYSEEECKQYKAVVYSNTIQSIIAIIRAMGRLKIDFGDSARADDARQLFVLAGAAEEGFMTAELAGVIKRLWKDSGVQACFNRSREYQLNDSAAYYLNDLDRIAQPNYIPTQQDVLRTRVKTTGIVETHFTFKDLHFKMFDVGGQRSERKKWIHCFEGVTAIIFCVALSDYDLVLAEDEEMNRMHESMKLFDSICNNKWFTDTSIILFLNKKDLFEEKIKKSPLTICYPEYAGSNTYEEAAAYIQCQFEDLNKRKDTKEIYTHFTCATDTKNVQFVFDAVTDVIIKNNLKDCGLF
Tau fibril FP – tau fibrillization inhibition (FP) | K18 P301L tau heparin fibrillization, Alexa594 FP, 6 h | 0.39% of 280,000 active | Potency, µM (top dose mostly 57.7 µM), inactives show at the top dose activity, negative = inhibition, most hits filed as inhibitors; further: nearly all actives have a fitted effect of over 55% in size
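K18 P301L tau (15 uM unlabeled/0.24 uM Alexa 594-labeled, final) + compound + heparin 20 uM final; 100 mM NaOAc pH 7; 6 hr 37 C; ThT 30 uM final added, 1 hr RT; FP ex 555/em 632 nm.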
TR SRC2 fluor cs – alters Texas Red total fluorescence, flagging assay interference. 0.29% of 280,000 active. TRb/SRC2 Texas Red total fluorescence interference. AID 1479. Potency, µM (top dose mostly 106 µM), without a hit: at the highest dose fluorescence change, negative = quenching; active means well fitted curve in either direction with a large enough effect; inconclusive means small, poorly fitted or top-dose-only effect
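Human TRβ ligand-binding domain (0.6 uM) and Texas Red SRC2 peptide (20 nM) in Tris buffer with 1 uM T3 and 5% DMSO were incubated with pinned compound for 5 hr at ambient temperature. Total fluorescence was computed as S + 2P (555/632 nm).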
L3MBTL1 block – inhibitors of human L3MBTL1; 0.66% of 230,000 active; Potency, µM (highest dose often 57.1 µM), for inactives: at the highest dose activity, negative = inhibition, actives largely listed as inhibitors; AID 485360; AlphaScreen L3MBTL1–H3K9me1 peptide binding; further: nearly all actives have a fitted effect of over 60% in size
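AlphaScreen assay: L3MBTL1 (50 nM final) was preincubated 30 min at room temperature with biotinylated H3(1-15)K9me1 peptide (75 nM final), then 30 min with library compounds; streptavidin donor and nickel chelate acceptor beads (10 ug/mL final) added, 30 min dark.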
KDM4E inh – inhibitors of human JMJD2E histone demethylase | JMJD2E catalytic domain, FDH-coupled NADH fluorescence (FDH is formaldehyde dehydrogenase) | Potency, µM (highest dose often 57.1 µM), inactives show top-dose activity change, negative = inhibition, usual class: inhibitors | 1.6% of 230,000 active; active means well fitted inhibition curve with a large enough effect, not every such curve was filed as active; inconclusive means small, poorly fitted or top-dose-only effect, or another doubt; inactive means no such curve, though single readings can be large or run the other way;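 further: 0% = wells with enzyme and -100% = buffer wells without enzyme; nearly all actives have a fitted effect of over 50% in size; many of its hits are not listed in these tables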
An asterisk follows results filed as active; i = inactive; u = inconclusive; x = not tested or not shown; [ ] = remark or other dose. Unless noted, the call rests on the fitted dose curve; in most records, active means well fitted curve in the direction sought with a large enough effect; inconclusive means small, poorly fitted or top-dose-only effect, or another doubt; inactive means no such curve, though single readings can be large; an effect the other way counts as inactive or inconclusive. Unless noted, on the % scale 0 is the no-effect control and ±100 the full control effect; potency means the concentration at half of the fitted maximal effect. These rows are one share of the data (hit frequency here may not be typical).

Short keys – A = RECQ1 helicase; B = TRb-SRC2 inh; C = Tau fibril ThT; D = GoLoco inh red; E = Tau fibril FP; F = TR SRC2 fluor cs; G = L3MBTL1 block; H = KDM4E inh
1. COC(=O)CC1=COC2OCC3=CC[C@@H]1C32 (stereo not given in full)
  A: 11%[11.5 µM] | B: 6%[11.2 µM] | C: -4%[11.5 µM] | D: x | E: 4%[11.6 µM] | F: -1%[11.2 µM] | G: x | H: x

2. CN(C)c1ccc(-c2nc3cnccn3c2Nc2ccc3c(c2)OCCO3)cc1
  A: -13% | B: 1% | C: x | D: 5% | E: u | F: -3% | G: x | H: u

3. CC(=O)NC(CC(=O)NC(C)c1ccc(Cl)cc1Cl)c1ccccc1 (stereo not given)
  A: i | B: 2% | C: -9% | D: -4% | E: -1% | F: -1% | G: 6% | H: 7%

4. COc1ccccc1C(O)c1nccn1C (stereo not given)
  A: 9% | B: 4% | C: 8% | D: 11% | E: 10% | F: 0% | G: x | H: -2%

5. Cc1ccc(NC(=O)C2CCCN2S(=O)(=O)c2ccc3c(c2)C(C)(C)C(=O)N3C)cc1 (stereo not given)
  A: x | B: -11% | C: 3% | D: x | E: 1% | F: 0% | G: x | H: x

6. CCc1nn(CC(=O)N2CCCCC2)c(=O)c2cc3sc(C)cc3n12
  A: x | B: 2% | C: -5% | D: x | E: -3% | F: -1% | G: x | H: x

7. Cc1ccc(C(=O)/C=C\Nc2ccc(C)c(C)c2)cc1
  A: i | B: -10% | C: u | D: 3% | E: -5% | F: -4% | G: -1% | H: 4%

8. Cc1c(Cl)cccc1NC(=O)Cn1nc(C)c2sc3ccccc3c2c1=O
  A: x | B: 2% | C: 1% | D: x | E: -8% | F: -1% | G: x | H: x

9. COc1ccc(-c2nn3c(COc4ccccc4)nnc3s2)cc1OC
  A: i | B: 3% | C: -13% | D: 21% | E: 2% | F: 5% | G: -13% | H: u

10. COc1ccc2c(c1)-c1nc(/N=C/c3ccc(O)c(OC)c3)sc1CC2
  A: -3% | B: 1% | C: 32µM* | D: -15% | E: u | F: -1% | G: -5% | H: u

Going on with the list.
Short keys – A = RECQ1 helicase; B = TRb-SRC2 inh; C = Tau fibril ThT; D = GoLoco inh red; E = Tau fibril FP; F = TR SRC2 fluor cs; G = L3MBTL1 block; H = KDM4E inh
11. O=C(CSc1cccc(C(F)(F)F)c1)Nc1cc(S(=O)(=O)N2CCCC2)ccc1Cl
  A: i | B: 3% | C: -7% | D: 1% | E: -1% | F: 0% | G: 5% | H: -8%

12. O=C(NCCCCNC(=O)c1c(F)c(F)c(F)c(F)c1F)c1c(F)c(F)c(F)c(F)c1F
  A: -15% | B: -5% | C: 0% | D: -2% | E: 1% | F: 0% | G: -1% | H: 4%

13. CCOC(=O)c1ccc(OS(=O)(=O)c2ccccc2)c(OC)c1
  A: -7% | B: -2% | C: 4% | D: 11% | E: -3% | F: 2% | G: 22% | H: 1%

14. CCOC(=O)c1c(S(=O)(=O)NCC(=O)Nc2ccc(C)c(Cl)c2)c(C)n(C)c1C
  A: x | B: -4% | C: -3% | D: x | E: -6% | F: 1% | G: x | H: x

15. O=Cc1ccc(-n2cccn2)cc1
  A: -1% | B: -8% | C: -9% | D: 11% | E: 6% | F: -2% | G: 9% | H: 14µM*

16. Cc1csc(SCC(=O)c2c(N)n(CC(C)C)c(=O)n(C)c2=O)n1
  A: i | B: 0% | C: -10% | D: -9% | E: 3% | F: -1% | G: x | H: 0%

17. CCS(=O)(=O)N1CCCC(C(=O)c2ccc(OC)cc2C)C1 (stereo not given)
  A: -3% | B: -8% | C: -11% | D: 9% | E: -4% | F: -2% | G: -8% | H: -13%

18. Cc1nnc(SCC(=O)Nc2ccc3c(c2)OCO3)[nH]c1=O
  A: 3% | B: -3% | C: 6% | D: 3% | E: -3% | F: 1% | G: x | H: -9%

19. CCCS(=O)(=O)c1c(S(=O)(=O)CCC)c2ccc(C(C)=O)cn2c1C(=O)OC
  A: i | B: -2% | C: -4% | D: -1% | E: 1% | F: -5% | G: 2% | H: u

20. CCCCN(C(=O)Cn1nnc2ccccc21)C(C(=O)NCc1ccco1)c1ccncc1 (stereo not given)
  A: -1% | B: 0% | C: u | D: x | E: u | F: 4% | G: 5% | H: u

Going on with the list:
Each structure is followed by: RECQ1 helicase, TRb-SRC2 inh, Tau fibril ThT, GoLoco inh red, Tau fibril FP, TR SRC2 fluor cs, L3MBTL1 block, KDM4E inh
(21) CCOc1ccccc1NC(=O)C1CCCN(S(=O)(=O)c2cn(C)cn2)C1 (stereo not given)
  x, 1%, 2%, x, 1%, -3%, x, x
(22) Cc1ccc(NC(=O)N(CCCN2CCOCC2)Cc2cccnc2)cc1C
  -9%, -8%, -5%, 6%, 4%, -1%, x, -2%
(23) COCCN(C(=S)Nc1c(C)cccc1C)C(C)c1cccs1 (stereo not given)
  -18%, -2%, -7%, 0%, u, -4%, x, -5%
(24) COc1ccc(Cl)cc1S(=O)(=O)Nc1ccncc1
  i, 10%, 1%, 2%, 5%, 2%, -1%, -3%
(25) CC1CCC2(CC1)NC(=O)N(CC(=O)NC(=O)NC1CCCC1)C2=O (stereo not given)
  i, -8%, 0%, 5%, u, -1%, 1%, 0%
(26) COC(C(=O)Nc1ccc(S(=O)(=O)Nc2c(C)cccc2C)cc1)c1ccccc1 (stereo not given)
  0%, 4%, 15%, 1%, 2%, 0%, -2%, 12%
(27) Cc1cc(C(=O)Nc2ccccc2N2CCOCC2)c2ccccc2n1
  -4%, 12%, -14%, 6%, -8%, 0%, x, -1%
(28) CCc1nnc(SCC(=O)Nc2ccc(Cl)cc2F)c2cc3occc3n12
  x, -1%, u, x, -3%, -1%, x, x
(29) CSc1ccc(CN2CCN(C(C)C)C(CCO)C2)cc1 (stereo not given)
  -11%, -3%, -2%, 3%, -1%, -3%, 0%, 7%
(30) CCCC(=O)Nc1cc(OC)c(NC(=O)NC2CCCCC2)cc1OC
  i, -3%, 3%, 3%, 5%, -5%, -7%, 9%
(31) COc1ccc2nc(NC(=O)CSc3nc(SC)ns3)sc2c1
  -13%, 10%, u, -8%, u, -5%, 3%, u
(32) COc1ccc(C(=O)NCC(=O)N2CCC(C)CC2)cc1OC
  -5%, -1%, -3%, -6%, -4%, 2%, x, -5%
(33) CC(=O)N1c2ccccc2NC(=O)C1(C)C
  10%, -15%, 5%, -1%, 9%, 1%, x, 4%
(34) CCOc1ccc(NS(=O)(=O)c2ccc3[nH]cc(C(=O)N(C)C4CCCCC4)c(=O)c3c2)cc1
  x, -3%, -2%, x, 0%, -1%, x, x
(35) Cc1ccc2nc(-c3cccnc3)oc2c1
  -2%, -7%, -5%, 0%, -5%, 0%, 0%, u
(36) Cc1ccc(C(=O)O)cc1N1C(=O)c2cccc3cc(Br)cc(c23)C1=O
  -8%, -3%, -11%, 2%, 3%, -4%, -3%, 7%
(37) Cc1ccc(-c2nonc2NC(=O)c2ccco2)cc1C
  x, -5%, u, x, 3%, -1%, x, x
(38) COc1ccc(CCNc2cc(-c3ccccc3)nc3ncnn23)cc1
  -14%, -1%, -10%, -2%, -2%, 2%, 1%, u
(39) NC(=NC(=O)c1ccc(OCC(F)(F)F)nc1)c1ccccc1
  -1%, 12%, 2%, -11%, -17%, -2%, 16%, -2%
(40) Cc1csc(-c2coc3cc(O)cc(C)c3c2=O)n1
  -3%, -3%, -11%, 66%, 13%, -4%, -5%, -18%
(41) COc1cc(NS(=O)(=O)c2ccc3[nH]c(=O)oc3c2)cc(OC)c1
  -1%, -5%, 4%, -5%, 1%, -2%, x, 3%
(42) N#Cc1ccccc1Sc1ccccc1C(=O)N1CCOCC1
  6%, -6%, -2%, -2%, -5%, 1%, 2%, -3%
(43) COc1ccc(C)cc1NC(=O)N1CC(C)Sc2ccccc21 (stereo not given)
  x, 1%, -6%, x, 1%, 2%, x, x
(44) COC(=O)c1ccc(C(=O)OC)c(NC(=S)N2CCN(c3ccccc3F)CC2)c1
  -5%, -8%, -17%, -2%, -6%, -3%, -14%, u
(45) CCOc1cccc(/C(O)=C2/C(=O)C(=O)N(Cc3ccco3)C2c2ccncc2)c1 (stereo not given)
  5%, 0%, -17%, -2%, -8%, 2%, 3%, 5%
(46) CCc1ccc(OCCCC(=O)Nc2nnc(C3CCCO3)s2)cc1 (stereo not given)
  -8%, 1%[53 µM], -7%, 9%, -1%, -1%[53 µM], 7%, 3%
(47) Cc1ccc(SC(C)C(=O)Nc2cccc(N(C)S(C)(=O)=O)c2)cc1 (stereo not given)
  i, -1%, -10%, 0%, 4%, -4%, x, 1%
(48) CN(CC(=O)Nc1ccncc1)S(=O)(=O)c1ccc(Cl)cc1
  i, -8%, 5%, 6%, -4%, -2%, 1%, -1%

Some of these compounds in order of SMILES length, highest first:
Each structure is followed by: RECQ1 helicase, TRb-SRC2 inh, Tau fibril ThT, GoLoco inh red, Tau fibril FP, TR SRC2 fluor cs, L3MBTL1 block, KDM4E inh
(45) CCOc1cccc(/C(O)=C2/C(=O)C(=O)N(Cc3ccco3)C2c2ccncc2)c1 (stereo not given)
  5%, 0%, -17%, -2%, -8%, 2%, 3%, 5%
(36) Cc1ccc(C(=O)O)cc1N1C(=O)c2cccc3cc(Br)cc(c23)C1=O
  -8%, -3%, -11%, 2%, 3%, -4%, -3%, 7%
(21) CCOc1ccccc1NC(=O)C1CCCN(S(=O)(=O)c2cn(C)cn2)C1 (stereo not given)
  x, 1%, 2%, x, 1%, -3%, x, x
(28) CCc1nnc(SCC(=O)Nc2ccc(Cl)cc2F)c2cc3occc3n12
  x, -1%, u, x, -3%, -1%, x, x
(22) Cc1ccc(NC(=O)N(CCCN2CCOCC2)Cc2cccnc2)cc1C
  -9%, -8%, -5%, 6%, 4%, -1%, x, -2%
(48) CN(CC(=O)Nc1ccncc1)S(=O)(=O)c1ccc(Cl)cc1
  i, -8%, 5%, 6%, -4%, -2%, 1%, -1%
(23) COCCN(C(=S)Nc1c(C)cccc1C)C(C)c1cccs1 (stereo not given)
  -18%, -2%, -7%, 0%, u, -4%, x, -5%
(42) N#Cc1ccccc1Sc1ccccc1C(=O)N1CCOCC1
  6%, -6%, -2%, -2%, -5%, 1%, 2%, -3%
(33) CC(=O)N1c2ccccc2NC(=O)C1(C)C
  10%, -15%, 5%, -1%, 9%, 1%, x, 4%
